KLF5 inhibitor = inhibitors of KLF5 expression | DLD-1 KLF5 promoter-luciferase reporter, luminescence | 0.23% of 290,000 active | inhibition, % at 5 µM;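 active = inhibition above a per-plate limit of that plate's mean compound inhibition plus 3 SD, cut at about 60% in these data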;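 also: 0% = DMSO wells and 100% = LY294002 at 200 µM; higher means less KLF5 promoter-driven luciferase light; inactives centre near -14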
IEC-6 cytotox = counter-screen for KLF5 inhibitors: cytotoxicity in IEC-6 cells; IEC-6 cytotoxicity, luminescence viability; inhibition, % at 5 µM; 0.78% of 290,000 active; AID 1825; in the data active = inhibition above about 22%;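 also: 0% = plate median of test compound wells and 100% = cytotoxic reference compound wells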
HSF1 inhib = HSF1 inhibition. activity change, negative = inhibition, % at 7.5 µM (by protocol). 0.77% of 300,000 active. AID 2098. NIH3T3-HGL HSE-luciferase, MG132-induced, luminescence 8 h; active compounds read low;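 active = more than half of replicate wells show activity change below -50%, luminescence cut by over half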;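 also: luciferase reports HSF-1 transcriptional activity via heat shock element; 0% = median of DMSO wells and -100% = zero luminescence signal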
AI-2 QS mod = modulates the Vibrio harveyi AI-2 quorum sensing system | Vibrio harveyi JMH597 AI-2 luminescence/OD600 ratio, 9 h; active compounds read low; strain lacks LuxN and CqsS sensors; 0 = neutral-control median | activity change, % at 7.5 µM | 0.4% of 300,000 active | AID 2094; in the data active = activity change below about -75%, passing the limit was not always enough;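 also: luminescence divided by OD600 gain over 9 h not by final OD600 alone; inactives centre near 13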
HDAC3 inhib = inhibitors of human histone deacetylase 3; O15379; 0.15% of 320,000 active; inhibition, % at 8.3 µM; AID 2718; recombinant HDAC3, fluorogenic peptide/trypsin coupled, fluorescence; in the data active = inhibition above about 26%, passing the limit was not always enough
Target sequence (O15379 whole entry, looked up): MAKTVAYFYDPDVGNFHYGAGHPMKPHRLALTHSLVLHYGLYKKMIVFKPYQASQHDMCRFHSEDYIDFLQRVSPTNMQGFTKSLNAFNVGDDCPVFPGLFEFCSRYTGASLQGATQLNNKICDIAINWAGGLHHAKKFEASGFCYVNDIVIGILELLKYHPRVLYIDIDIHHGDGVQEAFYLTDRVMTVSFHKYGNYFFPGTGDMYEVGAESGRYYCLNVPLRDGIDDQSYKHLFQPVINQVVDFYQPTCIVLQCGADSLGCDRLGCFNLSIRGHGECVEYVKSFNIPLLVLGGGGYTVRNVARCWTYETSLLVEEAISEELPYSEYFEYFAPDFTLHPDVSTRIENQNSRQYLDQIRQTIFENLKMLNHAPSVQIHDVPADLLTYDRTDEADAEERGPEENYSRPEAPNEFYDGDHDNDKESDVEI
aSyn UTR inh = MLPCN primary screen, SNCA 5' untranslated region; AID 1813; alpha-synuclein 5'UTR reporter, inhibitor activity; 0.82% of 300,000 active; inhibition, % (tested at 7.5 µM); in the data active = inhibition above about 60%;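 also: H4 neuroglioblastoma cells stably carrying SNCA 5'UTR luciferase fusion; 0% = DMSO wells and 100% = positive control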
HSP90 refold inh = inhibitors of HSP90 luciferase refolding in rabbit reticulocyte lysate; luciferase refolding luminescence, 3 h; inhibition, % at 5.6 µM; 0.91% of 290,000 active;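 active = inhibition above the screen-wide mean plus 3 SD, computed separately per campaign, cut at about 16% in these data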;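 also: 0% = DMSO wells and 100% = 60 µM geldanamycin wells; inhibitors lower the luminescence because luciferase stays unfolded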
HIF act = HIF pathway transcriptional activation. U2OS HRE-luciferase reporter, luminescence; normalized: DMSO 0%, desferrioxamine 100%. activation, % at 7.5 µM (by protocol). 0.32% of 300,000 active;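 active = mean activation of at least 10% of the iron chelator positive control signal, with at least half of replicates also reaching 10%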
Platelet DG rel = modulates dense granule release in human platelets; human platelet-rich plasma, SFLLRN dense granule ATP release, luminescence; inhibition, %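 (compounds screened at 7.5 µM in platelet-rich plasma)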; 0.22% of 300,000 active; AID 1663;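 active = mean replicate score, as percent of positive control, at or above 50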
HSF1 activator = increases HSF-1 driven luciferase reporter signal. NIH3T3-HGL HSF-1 luciferase reporter, MG132, 8 h; 100% = twice DMSO control signal. activation, % at 9 µM. 1.7% of 300,000 active;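 active = mean replicate activation of at least 50% with a set share of replicates each reaching 50%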;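 also: 0% = median of the neutral control wells and 100% = twice that signal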
An asterisk follows results filed as active.

What do the screens show for `CCOC(=O)C(=CNc1ccc(C#N)cc1)C(=O)OCC`?
KLF5 inhibitor: -32.2; IEC-6 cytotox: -2.4; HSF1 inhib: 36.8; AI-2 QS mod: 11.5; HDAC3 inhib: 9.6; aSyn UTR inh: -3.0; HSP90 refold inh: -2.6; HIF act: 0.0; Platelet DG rel: 17.4; HSF1 activator: 59.8*

Results for Cc1cccc(Nc2nccc(N(C)C)c2C#N)c1 ?
KLF5 inhibitor: -11.7; IEC-6 cytotox: -3.3; HSF1 inhib: -1.8; AI-2 QS mod: 17.1; HDAC3 inhib: -0.3; aSyn UTR inh: 5.0; HSP90 refold inh: -2.5; HIF act: 0.0; Platelet DG rel: -1.1; HSF1 activator: 7.6

How did COc1ccccc1N1CCN(C(=O)C2CCN(C(=O)c3ccc(C(C)(C)C)cc3)CC2)CC1 do in these assays?
KLF5 inhibitor: -24.9; IEC-6 cytotox: -2.8; HSF1 inhib: 14.9; AI-2 QS mod: 11.6; HDAC3 inhib: 5.2; aSyn UTR inh: -16.3; HSP90 refold inh: 2.7; HIF act: 1.5; Platelet DG rel: -32.7; HSF1 activator: 27.6

Results for COc1ccc([C@@H]2Sc3cc(OC)ccc3N(CCN(C(C)C)C(C)C)C(=O)[C@H]2OC(C)=O)cc1 ?
KLF5 inhibitor: -24.5; IEC-6 cytotox: 0.5; HSF1 inhib: -2.8; AI-2 QS mod: 11.0; HDAC3 inhib: -3.6; aSyn UTR inh: 3.5; HSP90 refold inh: 1.1; HIF act: 0.0; Platelet DG rel: -1.1; HSF1 activator: -4.5

How did CC(=O)NCC1CCCN(Cc2cn(-c3ccccc3)nc2-c2ccc3c(c2)OCO3)C1 (stereo not drawn) do in these assays?
KLF5 inhibitor: -10.3; IEC-6 cytotox: 5.9; HSF1 inhib: 9.1; AI-2 QS mod: 9.1; HDAC3 inhib: -15.8; aSyn UTR inh: -6.1; HSP90 refold inh: 2.6; HIF act: -0.4; Platelet DG rel: 5.4; HSF1 activator: 19.7

Results for COC(=O)Cn1cnc2c(oc3ccccc32)c1=O ?
KLF5 inhibitor: -15.1; IEC-6 cytotox: 4.6; HSF1 inhib: 6.4; AI-2 QS mod: 8.9; HDAC3 inhib: 0.0; aSyn UTR inh: -29.1; HSP90 refold inh: -1.8; HIF act: 2.7; Platelet DG rel: -7.1; HSF1 activator: 12.9

How did O=C(NNC(=O)c1cccs1)c1ccccc1 do in these assays?
KLF5 inhibitor: -42.0; IEC-6 cytotox: 1.1; HSF1 inhib: 8.3; AI-2 QS mod: 3.1; HDAC3 inhib: -3.6; aSyn UTR inh: -45.0; HSP90 refold inh: 0.1; HIF act: 1.1; Platelet DG rel: -2.4; HSF1 activator: -0.1

How did Cc1ccc(NC(=O)/C=C/C(=O)O)c([N+](=O)[O-])c1 do in these assays?
KLF5 inhibitor: 2.6; IEC-6 cytotox: 6.7; HSF1 inhib: 12.6; AI-2 QS mod: 7.1; HDAC3 inhib: 0.5; aSyn UTR inh: 4.2; HSP90 refold inh: 4.2; HIF act: 2.4; Platelet DG rel: -7.7; HSF1 activator: 23.9

Results for O=C(NCc1cccs1)Nc1cccs1 ?
KLF5 inhibitor: -41.0; IEC-6 cytotox: 1.1; HSF1 inhib: 8.3; AI-2 QS mod: -8.3; HDAC3 inhib: -1.7; aSyn UTR inh: -28.8; HSP90 refold inh: 0.6; HIF act: 0.2; Platelet DG rel: 2.9; HSF1 activator: 11.9

Results for O=C(CCn1c(=O)oc2ccccc21)Nc1ccc2c(c1)OCCO2 ?
HSF1 inhib: 11.0; AI-2 QS mod: 5.8; HDAC3 inhib: -5.2; aSyn UTR inh: -59.2; HIF act: 2.5; Platelet DG rel: 3.6; HSF1 activator: 5.2

Results for O=C(Oc1ccccc1)Oc1ccc2c(c1)oc(=O)c1ccccc12 ?
KLF5 inhibitor: -18.7; IEC-6 cytotox: 0.3; HSF1 inhib: 11.3; AI-2 QS mod: 10.0; HDAC3 inhib: -0.7; aSyn UTR inh: -1.0; HSP90 refold inh: 0.2; HIF act: 0.3; Platelet DG rel: -0.8; HSF1 activator: 0.7

Results for COc1nc(NC2CCCCC2)nc(NC(C)(C)C)n1 ?
HSF1 inhib: 5.2; AI-2 QS mod: -5.9; HDAC3 inhib: 11.6; aSyn UTR inh: -69.8; HIF act: 3.2; Platelet DG rel: -6.5; HSF1 activator: 19.2

What do the screens show for `CCOC1(C(F)(F)F)NC(=O)N(Cc2ccc(OC)cc2)C1=O` (stereo not drawn)?
KLF5 inhibitor: -13.1; IEC-6 cytotox: 3.1; HSF1 inhib: -4.9; AI-2 QS mod: 17.1; HDAC3 inhib: -2.5; aSyn UTR inh: -24.8; HSP90 refold inh: -0.5; HIF act: -0.2; Platelet DG rel: -2.5; HSF1 activator: -0.4

Results for Nc1c(C(=O)NCc2ccco2)sc2nc3c(cc12)C(=O)CCC3 ?
KLF5 inhibitor: -46.2; IEC-6 cytotox: -4.9; HSF1 inhib: 6.1; AI-2 QS mod: 41.8; aSyn UTR inh: -94.4; HSP90 refold inh: -1.0; HIF act: 0.5; Platelet DG rel: -1.6; HSF1 activator: 36.0

What do the screens show for `Cc1ccccc1-n1nc(C)c2cc(C(=O)N3CCN(S(=O)(=O)c4ccc(F)cc4)CC3)sc21`?
KLF5 inhibitor: -19.3; IEC-6 cytotox: 4.2; HSF1 inhib: 19.1; AI-2 QS mod: 13.9; HDAC3 inhib: 5.0; aSyn UTR inh: 35.9; HSP90 refold inh: -4.9; HIF act: -0.5; Platelet DG rel: -7.7; HSF1 activator: 44.7

What do the screens show for `COCCCC1CCN(C(=O)C2CCC(=O)N(C3CCCCCC3)C2)CC1` (stereo not drawn)?
KLF5 inhibitor: -14.9; IEC-6 cytotox: 2.6; HSF1 inhib: -2.9; AI-2 QS mod: 16.9; HDAC3 inhib: -5.5; aSyn UTR inh: 7.1; HSP90 refold inh: -4.4; HIF act: 0.1; Platelet DG rel: -8.5; HSF1 activator: -1.2

How did Cc1cc(C)nc(SCc2cc(=O)c(OC(=O)c3ccc(S(=O)(=O)N4CCCC4)cc3)co2)n1 do in these assays?
KLF5 inhibitor: 10.9; IEC-6 cytotox: -8.0; HSF1 inhib: -19.8; AI-2 QS mod: 17.7; HDAC3 inhib: 0.6; aSyn UTR inh: -6.7; HSP90 refold inh: -4.7; HIF act: -0.4; Platelet DG rel: 3.7; HSF1 activator: -32.4

What do the screens show for `CCOc1ccc(CN2CCNC(=O)C2CC(=O)NCCc2nc(C)c3c(n2)CCC3)cc1` (stereo not drawn)?
KLF5 inhibitor: -8.0; IEC-6 cytotox: 0.2; HSF1 inhib: 2.5; AI-2 QS mod: 19.7; aSyn UTR inh: -1.7; HSP90 refold inh: 3.1; HIF act: -4.2; Platelet DG rel: 3.6; HSF1 activator: 22.6

What do the screens show for `CC(C)(C)C1C=C(Sc2ccccc2)C(=O)O1` (stereo not drawn)?
KLF5 inhibitor: -13.0; IEC-6 cytotox: 1.0; HSF1 inhib: -4.5; AI-2 QS mod: -3.0; HDAC3 inhib: 3.2; aSyn UTR inh: -48.0; HSP90 refold inh: -3.1; HIF act: 0.3; Platelet DG rel: -5.9; HSF1 activator: -7.8

Results for Cc1cc(OC(C)C(=O)NCc2cccnc2)c2c(C)c(Cc3ccccc3)c(=O)oc2c1 (stereo not drawn) ?
KLF5 inhibitor: -7.6; IEC-6 cytotox: 3.8; HSF1 inhib: 6.1; AI-2 QS mod: 17.9; HDAC3 inhib: -6.3; aSyn UTR inh: 22.9; HSP90 refold inh: 0.8; HIF act: -0.7; Platelet DG rel: 7.9; HSF1 activator: 16.6

What do the screens show for `O=C(CCSc1nc(-c2ccco2)cc(C(F)(F)F)n1)Nc1ccc2c(c1)OCO2`?
KLF5 inhibitor: 10.5; IEC-6 cytotox: 5.5; HSF1 inhib: -5.9; AI-2 QS mod: 9.3; HDAC3 inhib: 8.1; aSyn UTR inh: -7.0; HSP90 refold inh: 8.9; HIF act: -0.3; Platelet DG rel: 1.6; HSF1 activator: 5.2

What do the screens show for `O=C(Nc1ccccc1)N(CCN1CCOCC1)Cc1ccccc1F`?
KLF5 inhibitor: -28.8; IEC-6 cytotox: -9.2; HSF1 inhib: 0.8; AI-2 QS mod: 6.3; HDAC3 inhib: -4.0; aSyn UTR inh: -35.9; HSP90 refold inh: 7.4; HIF act: 0.4; Platelet DG rel: 0.7; HSF1 activator: 0.9

Results for CCCNC(=O)C1CCC(CNS(=O)(=O)c2ccc3c(c2)N(C(C)=O)CCO3)CC1 (stereo not drawn) ?
KLF5 inhibitor: -8.0; IEC-6 cytotox: -9.0; HSF1 inhib: -4.7; AI-2 QS mod: 14.4; HDAC3 inhib: 1.3; aSyn UTR inh: 31.5; HSP90 refold inh: -1.9; HIF act: 0.1; Platelet DG rel: -7.3; HSF1 activator: 30.2

How did COc1ccccc1OCC(=O)Nc1ccc2c(c1)OCCO2 do in these assays?
KLF5 inhibitor: -112.6; IEC-6 cytotox: -2.9; HSF1 inhib: 5.2; AI-2 QS mod: 22.6; HDAC3 inhib: 5.6; aSyn UTR inh: -89.2; HSP90 refold inh: 0.9; HIF act: 2.6; Platelet DG rel: -1.2; HSF1 activator: 2.0

What do the screens show for `O=C(Nc1ccc(F)cc1)c1cncs1`?
KLF5 inhibitor: -35.4; IEC-6 cytotox: 4.3; HSF1 inhib: 4.0; AI-2 QS mod: 4.4; HDAC3 inhib: -7.4; aSyn UTR inh: 2.3; HSP90 refold inh: -0.9; HIF act: 0.0; Platelet DG rel: -0.8; HSF1 activator: -3.5

How did Cc1ccc(-n2nc3c(c2NC(=O)C2CC2)CS(=O)(=O)C3)cc1C do in these assays?
KLF5 inhibitor: -30.9; IEC-6 cytotox: -3.8; HSF1 inhib: -3.1; AI-2 QS mod: 26.4; HDAC3 inhib: -8.2; aSyn UTR inh: -10.7; HSP90 refold inh: -2.9; HIF act: 0.0; Platelet DG rel: -7.4; HSF1 activator: -5.5

How did CNC(=S)N/N=C/c1c(C)cccc1Cl do in these assays?
KLF5 inhibitor: -12.6; IEC-6 cytotox: 4.0; HSF1 inhib: 1.7; AI-2 QS mod: 0.2; HDAC3 inhib: -2.0; aSyn UTR inh: 9.7; HSP90 refold inh: -1.1; HIF act: 0.3; Platelet DG rel: -30.9; HSF1 activator: 26.0

What do the screens show for `CCNc1nc(NC(C)C)nc(NC(C)(C)C)n1`?
KLF5 inhibitor: -5.1; IEC-6 cytotox: -2.1; HSF1 inhib: -10.1; AI-2 QS mod: 128.3; aSyn UTR inh: -23.2; HSP90 refold inh: -3.3; HIF act: -38.6; Platelet DG rel: -34.2; HSF1 activator: 8.7

Results for O=C(CCN1C(=O)[C@@H]2Cc3ccccc3CN2C1=O)NCc1ccccc1 ?
KLF5 inhibitor: -26.9; IEC-6 cytotox: 4.7; HSF1 inhib: 0.2; AI-2 QS mod: 6.1; HDAC3 inhib: -3.8; aSyn UTR inh: -18.5; HSP90 refold inh: -3.7; Platelet DG rel: -1.6; HSF1 activator: 1.1

Molecules shown so far that contain a CF3 group, in the order listed:
What do the screens show for `CCOC1(C(F)(F)F)NC(=O)N(Cc2ccc(OC)cc2)C1=O` (stereo not drawn)?
KLF5 inhibitor: -13.1; IEC-6 cytotox: 3.1; HSF1 inhib: -4.9; AI-2 QS mod: 17.1; HDAC3 inhib: -2.5; aSyn UTR inh: -24.8; HSP90 refold inh: -0.5; HIF act: -0.2; Platelet DG rel: -2.5; HSF1 activator: -0.4

What do the screens show for `O=C(CCSc1nc(-c2ccco2)cc(C(F)(F)F)n1)Nc1ccc2c(c1)OCO2`?
KLF5 inhibitor: 10.5; IEC-6 cytotox: 5.5; HSF1 inhib: -5.9; AI-2 QS mod: 9.3; HDAC3 inhib: 8.1; aSyn UTR inh: -7.0; HSP90 refold inh: 8.9; HIF act: -0.3; Platelet DG rel: 1.6; HSF1 activator: 5.2
